# High-throughput results (PubChem BioAssay)
# TEAD-YAP block: TEAD-YAP interaction inhibition; HEK-TIYL cells, TEAD-Gal4/YAP UAS-luciferase luminescence; inhibition, % at 9.12 µM; 640,000 compounds, 1.4% hits; in the data active = inhibition above about 32%;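 note: 0% = median of test compound wells and 100% = reference inhibitor wells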
# FBW7 act: human FBW7 E3 ligase activation, primary screen. Q969H0. AlphaScreen FBW7–phospho-cyclin E peptide binding, activator screen. 650,000 compounds, 0.13% hits. normalized activity (activation), % at 26.1 µM. AID 1259310; in the data active = normalized activity above about 1.9%;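 note: purified mutant Fbw7 with reduced substrate affinity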
# GPR151 activ: activators of human GPR151 | Q8TDV0 | PathHunter beta-arrestin GPR151 cells, luminescence | activation, % at 11.2 µM | 650,000 compounds, 1% hits | AID 1508602; in the data active = activation above about 4.9%;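 note: 0% = median of compound wells and 100% = cells with positive control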
# Target sequence (Q8TDV0 whole entry, looked up): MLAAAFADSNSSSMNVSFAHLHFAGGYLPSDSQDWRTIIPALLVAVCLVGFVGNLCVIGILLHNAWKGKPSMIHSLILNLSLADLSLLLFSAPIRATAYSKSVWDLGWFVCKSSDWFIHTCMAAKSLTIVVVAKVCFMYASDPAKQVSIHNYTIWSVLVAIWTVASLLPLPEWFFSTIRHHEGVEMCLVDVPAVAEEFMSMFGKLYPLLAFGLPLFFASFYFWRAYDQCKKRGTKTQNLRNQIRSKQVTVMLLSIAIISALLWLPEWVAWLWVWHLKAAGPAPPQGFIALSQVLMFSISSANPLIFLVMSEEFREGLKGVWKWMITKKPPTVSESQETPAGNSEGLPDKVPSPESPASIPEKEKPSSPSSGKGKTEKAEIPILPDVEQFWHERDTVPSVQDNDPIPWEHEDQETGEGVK
# MITF primary: blocks human microphthalmia-associated transcription factor; O75030; AlphaScreen MITF homodimerization, bead proximity signal; inhibition, % at 2.6 µM; 650,000 compounds, 0.91% hits; in the data active = inhibition above about 50%;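 note: 0% = vehicle wells with protein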
# Target sequence (O75030 whole entry, looked up): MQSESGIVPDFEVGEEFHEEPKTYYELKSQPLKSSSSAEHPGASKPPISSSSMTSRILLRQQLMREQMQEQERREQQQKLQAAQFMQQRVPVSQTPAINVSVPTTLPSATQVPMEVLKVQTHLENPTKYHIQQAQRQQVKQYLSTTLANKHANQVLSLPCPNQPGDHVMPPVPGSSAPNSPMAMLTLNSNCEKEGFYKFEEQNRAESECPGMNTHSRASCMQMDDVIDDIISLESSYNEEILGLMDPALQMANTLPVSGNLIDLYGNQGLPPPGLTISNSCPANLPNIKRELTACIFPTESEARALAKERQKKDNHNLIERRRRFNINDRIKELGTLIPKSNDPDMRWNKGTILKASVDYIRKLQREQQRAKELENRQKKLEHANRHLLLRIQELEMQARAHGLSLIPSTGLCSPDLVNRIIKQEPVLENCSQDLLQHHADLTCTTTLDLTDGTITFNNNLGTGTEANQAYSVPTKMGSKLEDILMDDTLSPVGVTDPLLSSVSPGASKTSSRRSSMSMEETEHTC
# * = called active by the depositor.
# Order of results: TEAD-YAP block	FBW7 act	GPR151 activ	MITF primary
C[C@H](O)[C@H]1NC(=O)[C@H]2CN(C(=O)c3ccc(Cl)cc3)CCN2C1=O
 : -4	-0.2	1.4	12
O=C(/C=C/c1ccc2c(c1)OCO2)Nc1ncc(S(=O)(=O)c2ccc([N+](=O)[O-])cc2)s1
 : 6	-0.3	-1.0	5
Cc1ccc(S(=O)(=O)c2nnn(CC(=O)Nc3cccc(C)c3C)c2N)cc1C
 : 6	0.2	-0.5	14
CC12CCC(C(=O)Oc3ccc4ccccc4c3)(C(=O)C1=O)C2(C)C (stereo unspecified)
 : -7	0.2	1.2	9
Cc1ccc(S(=O)(=O)N2CCN(c3ccccc3)CC2)c(C)c1
 : 5	0.5	-1.1	11
O=C1CCN(c2nc3nonc3nc2N2CCCCC2)CCN1
 : -10	0.0	0.8	-3
O=C(Nc1ccc2c(c1)OCO2)N1CCC(c2nnc(C3CC3)s2)CC1
 : -23	2.6*	-0.4	-15
Cc1ccccc1C(=O)Nc1c2c(nn1-c1ccccc1)CSC2
 : -8	0.0	-1.6	17
O=C(CNC(=O)c1ccc(Br)o1)OCc1ccc(Cl)cc1
 : 2	0.0	-2.2	11
CC1=C(C(=O)Nc2ccc(F)c(F)c2)C(c2ccccc2Cl)NC(=O)N1 (stereo unspecified)
 : 10	0.0	-0.2	1
COC(=O)c1cc(N/C=C(\C=O)c2nc3ccccc3o2)ccc1Cl
 : 6	0.0	-0.2	2
Cc1cc(=O)oc2cc(NC(=S)N3CCN(c4ncccn4)CC3)ccc12
 : -10	-0.2	1.0	-16
COc1ccc(C2C(C#N)=C(N)N(c3cccc(C)c3)C3=C2C(=O)CC(C)(C)C3)cc1OC (stereo unspecified)
 : -8	0.0	0.2	16
O=C(Nc1ccc2oc(-c3ccccc3F)nc2c1)c1cc([N+](=O)[O-])ccc1Cl
 : 32*	0.2	-0.1	14
Cc1[nH]nc(SCC(=O)N2CCCCCC2)c1[N+](=O)[O-]
 : -16	0.4	-3.2	15
FC(F)(F)c1cccc(CNc2nc(Nc3cccnc3)nc3c2ncn3-c2ccsc2)c1
 : 56*	0.1	-0.1	10
Cc1ccc(C(=O)c2coc3ccc(O)c(CN4CCOCC4)c23)cc1
 : -41	-0.2	3.5	-4
COC(=O)C(C)Oc1ccc2c(=O)c(Oc3cc(C)cc(C)c3)coc2c1 (stereo unspecified)
 : 13	-0.1	0.5	0
COC(=O)/C(=C/C=C/N(C(C)C)C(C)C)C(C)=O
 : 7	0.0	-0.2	-10
CN(Cc1c(F)cccc1Cl)c1nnnn1-c1ccccc1
 : -1	-0.1	0.8	-10
Cc1cc(Cl)ccc1NC(=S)N1CCC(O)CC1
 : 15	0.3	0.0	4
Cc1nc(C)c(-c2csc(Nc3ccccc3[N+](=O)[O-])n2)s1
 : -8	-0.9	0.5	35
CCOC(=O)N1CCN(C2CC(=O)N(Cc3ccccc3)C2=O)CC1 (stereo unspecified)
 : -4	0.0	-0.6	-9
COc1ccc(-n2cc(-c3ccccc3)c3c(NCCc4ccccc4)ncnc32)cc1
 : -16	-0.1	0.9	11
O=C(NCCCN1CCCCC1)c1ccc2nc(N3CCOCC3)sc2c1
 : -4	0.9	0.0	12
COc1ccccc1N1C(C)=CC(C)(C)N=C1SCc1c(Cl)cccc1Cl
 : -4	-0.1	-0.3	-7
CCn1c(=O)cc(C(=O)OC)sc1=Nc1ccc(F)c(F)c1
 : -7	0.3	0.8	8
CC(=O)Oc1c(C)cc2sc3ccccc3c(=O)c2c1C
 : -1	-0.1	-1.6	8
N#Cc1ccc(NC(=O)C2CCN(S(=O)(=O)c3cc([N+](=O)[O-])ccc3Cl)CC2)cc1
 : 1	0.1	1.2	31
CCc1ccc(NS(=O)(=O)c2cn(C)cn2)cc1
 : 7	0.2	0.0	3
O=C(CSc1cn(Cc2ccccc2)c2ccccc12)NCc1ccco1
 : 6	-0.2	-0.1	-8
Cc1nc2c(ccc3nc(NC(=O)c4ccc(S(=O)(=O)N5CCCC5)cc4)sc32)s1
 : -2	0.3	-1.1	-1
O=C(NCC1CCCO1)C(c1ccc(F)cc1)N(C(=O)C(F)(F)F)c1ccccc1 (stereo unspecified)
 : -4	-0.1	-0.2	6
CCCOc1ccc(C2NC(=O)NC(C)=C2C(=O)OCCOC)cc1OC (stereo unspecified)
 : -5	0.1	1.2	4
COc1ccccc1C(=O)Nc1ccccc1I
 : -7	0.1	-0.7	0
CC(C)c1nc(C#N)c(NCc2cccnc2)o1
 : -2	0.2	2.0	6
Nc1ccc(-c2nc3ccc(N)cc3o2)cc1
 : 0	0.1	-6.3	5
Cc1ccc(-c2csc(-c3cc4cc(Cl)ccc4oc3=O)n2)cc1C
 : -1	0.7	1.9	5
CCOc1ccc(C2C(C(=O)OC(C)C)=C(C)NC3=C2C(=O)CC(c2ccccc2)C3)cc1OC (stereo unspecified)
 : 8	0.3	-0.8	10
Cc1occc1C(=O)NN1C(=O)c2ccccc2C1=O
 : -28	0.1	-0.3	0
CC(=O)c1ccc(NC(=O)/C=C/c2cccc3ccccc23)cc1
 : -27	-0.1	1.7	-3
Cc1noc(C)c1S(=O)(=O)N1CCN(C)CC1
 : -8	0.3	-1.2	2
COc1ccc(COc2ccccc2C(=O)Nc2ccccn2)cc1[N+](=O)[O-]
 : -2	0.0	-0.2	-14
N#Cc1cc2c(N)c(C(=O)c3ccc(F)cc3)sc2nc1N
 : -4	-0.1	1.0	3
COc1ccccc1C(=O)N1C(=O)c2ccccc2S1(=O)=O
 : -22	0.6	-1.4	12
CCC(Sc1nnc(-c2ccc(NC(C)=O)cc2)n1C)C(=O)Nc1ccc(Cl)cc1 (stereo unspecified)
 : -5	0.0	2.2	2
O=C1C2CCCCC2C(=O)N1Cc1cccnc1 (stereo unspecified)
 : 3	0.0	-0.8	7
CCCC(=O)N/N=C/c1ccc(Cl)cc1
 : -7	0.0	0.6	9
CC(C)CCNC(=O)CCCCn1c(=O)[nH]c2ccsc2c1=O
 : 0	-0.1	-0.3	-9
Cc1ccc2c(c1)-c1onc(C(=O)N3CCN(C)CC3)c1CO2
 : -39	-0.1	-3.5	-4
O=C(N/N=C/c1ccc(Cl)c([N+](=O)[O-])c1)c1cc(-c2ccccc2)n[nH]1
 : -8	0.1	7.2*	21
COc1ccc(CN(Cc2cc3cc(C)ccc3n3nnnc23)C(=O)C2CC2)cc1
 : -1	-0.3	0.4	-12
O=C(Cn1nnc2ccccc2c1=O)N1CCN(Cc2ccc3c(c2)OCO3)CC1
 : 8	-0.1	1.1	1
CC(C)CCC(=O)N1CCC(C2(Cc3ccccc3F)NC(=O)NC2=O)CC1 (stereo unspecified)
 : -4	0.0	0.5	15
CCN1C=C(C(=O)OC)C(c2cccc(OCc3ccccc3)c2)C(C(=O)OC)=C1
 : -2	2.0*	1.5	4
COc1ccc(-n2cccc2/C=C2/SC(=Nc3ccc(F)cc3)NC2=O)cc1
 : 17	0.8	-1.4	-3
O=C(Nc1ccccc1)c1ccc2nc(N3CCN(c4ccccn4)CC3)sc2c1
 : -32	0.0	2.7	7
CCOC(=O)c1ccc(Oc2nc(NC)nc(NC(C)(C)C)n2)cc1
 : 3	0.0	1.2	6
COC(=O)C1=C(N)Oc2c(oc(CO)cc2=O)C1c1c(F)cccc1Cl (stereo unspecified)
 : -2	0.0	0.4	-3
CCCCCn1nc(C)c(/C=N/Nc2nc(N)ncc2[N+](=O)[O-])c1C
 : -7	-0.5	-1.2	8

# (further entries)
# Order of results: TEAD-YAP block	FBW7 act	GPR151 activ	MITF primary
Cc1cccc(N(CC(=O)Nc2ccc(Cl)cc2)S(C)(=O)=O)c1C
 : -10	0.0	-0.5	-15
CC(=O)Nc1ccc(C(=O)NCCNC(=O)Cc2ccc(F)cc2)cc1
 : -7	-0.1	5.5*	-10
CCOC(=O)C1=C(N)N(c2ccc(Cl)cc2)C2=C(C(=O)CCC2)C1c1cc(OC)c(OC)c(OC)c1 (stereo unspecified)
 : 0	0.7	0.8	6
Cc1cc(Cl)ccc1C(=O)C1CCCN(C(=O)c2cn3ccsc3n2)C1 (stereo unspecified)
 : 6	0.1	0.6	13
CCCCOc1ccc(C2=N/C(=C\c3ccc(OC)cc3OC)C(=O)O2)cc1
 : -4	0.1	0.3	-10
Nc1cccc(-c2cccc(C(=O)NCc3cccc(C(F)(F)F)c3)n2)c1
 : 23	0.3	1.9	-3
COc1ccccc1-c1ccc2c(c1)COC1(CCN(C)CC1)O2
 : 10	0.0	0.6	-1
CCc1ccccc1NC(=O)N1CCN(c2ccc3nncn3n2)CC1
 : 0	0.2	0.5	4
CCn1c(CC(=O)Nc2cccc(OC)c2)nnc1SCC(=O)Nc1cccc(F)c1
 : -1	0.1	2.3	-14
COc1cccc(-c2ccc(=O)n(CC(=O)NCC3CCCO3)n2)c1 (stereo unspecified)
 : 3	0.4	-1.0	51*
CC1(C)CC(=O)C2=C(C1)Nc1ncnn1C2c1cccc(Oc2ccccc2)c1 (stereo unspecified)
 : 7	0.0	0.5	10
O=C(Cn1nc2c3ccccc3nc(C3CC3)n2c1=O)N1CCc2ccccc21
 : 0	-0.1	1.0	3
CCCNS(=O)(=O)c1ccc(NC2=NS(=O)(=O)c3ccccc32)cc1
 : 0	-0.3	-2.2	-8
COCCCNS(=O)(=O)c1ccc([N+](=O)[O-])cc1
 : 8	-0.2	4.8	-6
NS(=O)(=O)c1ccc(N/N=C/c2ccccc2Cl)c([N+](=O)[O-])c1
 : 6	0.2	0.1	3
CCOc1ccc(/C(O)=C2/C(=O)C(=O)N(CCCN(C)C)C2c2ccc(Br)cc2)cc1C (stereo unspecified)
 : 3	0.0	1.5	3
COc1cc(Nc2cc(NC3CCC(O)CC3)nc(N)n2)cc(OC)c1OC (stereo unspecified)
 : 2	0.2	-0.3	7
CC(C)n1cnc2c(NC3CCN(Cc4ccccc4)CC3)nc(-c3ccc(C(N)=O)cc3)nc21
 : 92*	0.1	-1.9	-8
CCC(C)C(=O)N1c2ccc(OC)cc2-c2c(ssc2=S)C1(C)C (stereo unspecified)
 : -6	-0.2	0.2	-1
Cc1cc(Cl)ccc1OC(C)C(=O)Nc1c(C)n(C)n(-c2ccccc2)c1=O (stereo unspecified)
 : 9	0.0	1.2	-6
COc1ccc(/C(O)=C2\C(=O)C(=O)N(CCO)C2c2ccccc2[N+](=O)[O-])cc1 (stereo unspecified)
 : -20	0.1	-0.4	13
COc1ccc(C(=O)Oc2ccc(/C=C/c3ccncc3)cc2)cc1OC
 : 57*	-0.1	5.2*	13
O=C(Nc1ccc(Cl)cc1)C1CCN(S(=O)(=O)c2cccs2)CC1
 : -3	0.0	1.8	6
O=C(CSc1nnc2c(n1)[nH]c1ccccc12)Nc1ccc(Cl)cn1
 : 57*	0.1	0.1	6
Clc1ccc(-c2noc(CN3CCN(Cc4ccccc4)CC3)n2)cc1
 : 6	-0.1	-0.2	3
Oc1ccc(-c2nc3cnccn3c2NCc2ccccc2)cc1O
 : -17	0.0	-0.9	14
CCN(Cc1ccccc1)C(=O)c1ccc(OC)cc1
 : -3	0.2	2.3	2
CCOc1ccc2nc(C)cc(Nc3ccc(OC)cc3)c2c1
 : 7	0.1	-1.1	15
FC(F)(F)Oc1ccc(Nc2nc(N3CCCCCC3)nc(N3CCN(C45CC6CC(CC(C6)C4)C5)CC3)n2)cc1
 : -1	0.0	-1.0	0
CC(=O)c1ccc(NC(=S)N(C)C2CCN(C)CC2)cc1
 : -1	-0.2	0.9	10

# Molecules from the list above with a furan ring, fused or not:
# Order of results: TEAD-YAP block	FBW7 act	GPR151 activ	MITF primary
O=C(CNC(=O)c1ccc(Br)o1)OCc1ccc(Cl)cc1
 : 2	0.0	-2.2	11
Cc1ccc(C(=O)c2coc3ccc(O)c(CN4CCOCC4)c23)cc1
 : -41	-0.2	3.5	-4
O=C(CSc1cn(Cc2ccccc2)c2ccccc12)NCc1ccco1
 : 6	-0.2	-0.1	-8
Cc1occc1C(=O)NN1C(=O)c2ccccc2C1=O
 : -28	0.1	-0.3	0

# An excerpt from above in order of number of heavy atoms, ascending.
# Order of results: TEAD-YAP block	FBW7 act	GPR151 activ	MITF primary
CCCCOc1ccc(C2=N/C(=C\c3ccc(OC)cc3OC)C(=O)O2)cc1
 : -4	0.1	0.3	-10
CC1(C)CC(=O)C2=C(C1)Nc1ncnn1C2c1cccc(Oc2ccccc2)c1 (stereo unspecified)
 : 7	0.0	0.5	10
FC(F)(F)Oc1ccc(Nc2nc(N3CCCCCC3)nc(N3CCN(C45CC6CC(CC(C6)C4)C5)CC3)n2)cc1
 : -1	0.0	-1.0	0

# The list goes on.
# Order of results: TEAD-YAP block	FBW7 act	GPR151 activ	MITF primary
O=C(NCc1ccco1)c1cnc2scc(-c3ccc(Cl)s3)n2c1=O
 : 10	0.2	-0.7	1
Cc1ccccc1NC(=O)Cn1cccc1
 : 14	0.0	-0.3	8
CC(NC(=O)Nc1ccc(Cl)cc1)c1nc(-c2cccnc2)n[nH]1 (stereo unspecified)
 : -8	-0.1	-0.9	-3
Cc1ccc(/C=N/NC(=O)c2c[nH]c3ccccc23)s1
 : -29	-0.1	0.0	-4
COC(=O)C1=C(C)NC2=C(C(=O)CC(C)(C)C2)C1c1cccc(I)c1 (stereo unspecified)
 : 11	0.2	0.6	12
C=CCOC(=O)COc1ccc2c(CC)cc(=O)oc2c1
 : -1	0.1	-1.1	76*
CCOC(=O)C1=C(C)N=c2s/c(=C3\C(=O)N(OC(C)=O)c4ccccc43)c(=O)n2C1/C=C/c1ccccc1 (stereo unspecified)
 : 9	-0.1	-0.8	4
Cc1cccc(N(C)C(=O)CN(C)S(=O)(=O)c2ccc3[nH]c4c(c3c2)CCCC4)c1
 : -2	-0.1	0.2	5
COC(=O)Cc1ccc(N(Cc2ccccc2F)S(=O)(=O)c2ccc3c(c2)OCCO3)cc1
 : -5	-0.1	0.1	2
COc1ccc(C(=O)Nc2c3c(nn2-c2ccccc2C)CSC3)cc1
 : 5	-0.2	1.0	7
